TCR CD3 inh – inhibitors of human TCR-CD3 interaction | TAMRA-labeled TCR probe fluorescence, biochemical | inhibition, % at 9.4 µM | 0.37% of 360,000 active | AID 651800; in the data active = inhibition above about 19%;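 note: recombinant mutant TCR 2C K166C tagged with TAMRA read by polarization; 0% = receptor in buffer alone and 100% = receptor with positive control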
rCAG RNA binder – molecules binding r(CAG) RNA repeats | inhibition, % at 3 µM | 1.3% of 370,000 active | r(CAG) RNA repeat, TO-PRO-1 dye displacement fluorescence | AID 651821;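 active = inhibition above the plate cutoff, the mean of all test compounds on that plate plus 3 SD, cut at about 35% in these data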;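 note: 0% = DMSO alone and 100% = 100 µM mitoxantrone as full dye displacement; higher means more dye released from RNA so lower well fluorescence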
HTRA1 inhibitor – inhibitors of human serine peptidase HTRA1; inhibition, % at 5.96 µM; 0.5% of 340,000 active; AID 504803; recombinant HTRA1, FP-rhodamine activity-based probe, fluorescence polarization; Q92743; in the data active = inhibition above about 36%;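 note: 0% = enzyme with DMSO and 100% = wells lacking enzyme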
ABHD4 inh – inhibits mouse alpha/beta hydrolase domain 4; inhibition, % at 8.92 µM; 0.54% of 370,000 active; AID 720543; purified mABHD4, FP-Rh probe fluorescence polarization;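 active = inhibition exceeding the mean over every tested compound plus 3 SD, cut at about 30% in these data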;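 note: 0% = plate median of compound wells and 100% = S159A mutant with DMSO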
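Test system: mouse ABHD4 enzyme, wild type. Reagent: FP-Rh fluorescent activity-based probe, added after compound pre-incubation. Timing: pre-incubation 45 min, probe exposure 60 min, at 25 °C. Technique: FP readout, ex 525 nm / em 598 nm. Benchmarks: high control S159A mutant with DMSO, low control median of compound wells.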
MBD2 DNA inh – MBD2-methylated oligo binding inhibition; TR-FRET, MBD2 binding to methylated oligonucleotide; inhibition, % at 4.4 µM; 0.31% of 370,000 active; in the data active = inhibition above about 13%
Target sequence (Q9UBB5 whole entry, looked up): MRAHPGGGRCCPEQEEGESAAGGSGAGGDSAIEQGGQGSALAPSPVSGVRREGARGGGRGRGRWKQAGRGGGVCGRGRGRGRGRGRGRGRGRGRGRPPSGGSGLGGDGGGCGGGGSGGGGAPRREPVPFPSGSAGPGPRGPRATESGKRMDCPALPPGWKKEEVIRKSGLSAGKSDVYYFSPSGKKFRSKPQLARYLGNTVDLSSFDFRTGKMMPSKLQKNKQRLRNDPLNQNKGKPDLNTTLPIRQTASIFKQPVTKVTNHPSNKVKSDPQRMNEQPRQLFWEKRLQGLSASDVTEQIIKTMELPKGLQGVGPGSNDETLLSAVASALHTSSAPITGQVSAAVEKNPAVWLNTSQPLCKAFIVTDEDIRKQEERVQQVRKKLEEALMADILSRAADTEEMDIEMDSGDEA
Rev-erbA mod – modulates human Rev-erb alpha binding to DNA; P20393; Rev-erbα–FITC-DNA binding, fluorescence polarization, 90 min; activity, % at 10 µM; 0.79% of 370,000 active; AID 1259318;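 active = activity above about 14%, limit read from the data; passing the limit was not always enough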;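 note: 0% = DMSO wells with 35 nM protein and 100% = DMSO wells with 750 nM protein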
PG9 binder – small molecules binding HIV-1 gp120 antibody PG9; inhibition, % at 6.7 µM; 0.43% of 360,000 active; TR-FRET gp120-PG9 antibody binding; in the data active = inhibition above about 8.5%
LEDGF integ inh – blocks HIV-1 LEDGF/p75-dependent DNA integration; 0.64% of 370,000 active; TR-FRET IN-LEDGF/p75 DNA integration, Eu/Cy5; AID 743269; inhibition, % at 3.7 µM;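 active = inhibition above the screen-wide mean plus 3 SD, cut at about 13% in these data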;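 note: signal is the Cy5 over europium emission ratio at 671 and 618 nm; 0% = plate median of compound wells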
PRMT1 inh – blocks human protein arginine methyltransferase 1 | Q99873 | recombinant PRMT1, activity-based probe fluorescence polarization | inhibition, % at 2.79 µM | 1.3% of 370,000 active | AID 652257;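 active = inhibition above about 21% made by adding two undisclosed values, limit read from the data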
Target sequence (Q99873 whole entry, looked up): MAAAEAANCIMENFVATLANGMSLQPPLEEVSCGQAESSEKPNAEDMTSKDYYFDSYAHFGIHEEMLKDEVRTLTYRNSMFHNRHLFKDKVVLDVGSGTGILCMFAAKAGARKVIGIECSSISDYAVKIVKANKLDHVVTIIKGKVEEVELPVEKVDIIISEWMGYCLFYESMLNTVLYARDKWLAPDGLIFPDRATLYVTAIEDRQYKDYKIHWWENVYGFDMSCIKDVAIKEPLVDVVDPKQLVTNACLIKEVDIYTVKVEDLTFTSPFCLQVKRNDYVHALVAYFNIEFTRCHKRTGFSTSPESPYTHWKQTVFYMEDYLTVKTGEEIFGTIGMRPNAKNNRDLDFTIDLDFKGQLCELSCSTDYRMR
UHRF1 MBD2 ctr – UHRF1 methyl-DNA binding inhibition; UHRF1 binding to methylated oligo, TR-FRET; Q96T88; 0.75% of 370,000 active; inhibition, % at 4.4 µM; in the data active = inhibition above about 21%;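 note: UHRF1 SRA domain binding a hemimethylated CpG hairpin DNA probe; 0% = median of test compound wells and 100% = reference inhibitor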
The depositor's hits bear a star; . = not tested or not shown. This is a subset. The share of hits here may be higher or lower than overall.

SMILES	TCR CD3 inh	rCAG RNA binder	HTRA1 inhibitor	ABHD4 inh	MBD2 DNA inh	Rev-erbA mod	PG9 binder	LEDGF integ inh	PRMT1 inh	UHRF1 MBD2 ctr
NC(=O)c1ccc[n+](CC(=O)NCc2ccc(Cl)cc2)c1	-4	-3	-3	1	2	-7	-0.3	4	-2	-4
O=C1Nc2ccc([N+](=O)[O-])cc2C1(O)N1CCCCCC1 (stereo unspecified)	-5	-1	0	-5	6	-1	-2.8	-5	6	1
CC[n+]1c(/C=C/C=C/N(C(C)=O)c2ccccc2)sc2ccccc21	-43	8	-58	-66	-8	11	-13	17*	35*	-20
Cc1ccc(CS(=O)(=O)CCC(=O)NCCC2=CCCCC2)cc1	3	-7	-2	2	3	6	-0.4	-2	2	6
COc1ccccc1C(=O)NCCC(=O)NC(C)c1ccc(-n2ccnc2)cc1 (stereo unspecified)	-7	-15	10	2	1	-6	-1.5	-6	0	6
N#C/C(=C(/O)c1ccc(C(=O)c2ccccc2)cc1)c1nc2ccccc2[nH]1	3	0	2	4	-5	-6	-0.9	-1	-2	-4
CCCc1cc(C(=O)Cc2ccccn2)c(O)cc1O	5	4	-8	-4	-6	3	3.6	2	-4	-4
COc1ccc(S(=O)CC(=O)Nc2ccccc2Cl)cc1 (stereo unspecified)	-4	0	-2	-10	-4	-1	-4.2	12	-3	1
CCC1=C(OC(=O)N(CC)CC)N2C(=O)OC(=NCC3CC3)[C@]2(C)[C@H]2C1=CC[C@H]1C(=O)N(CC)C(=O)[C@H]12	5	-6	-6	-2	3	-3	-3.0	0	-2	4
Cc1ccc(C(=O)N/C(=C\c2ccc(Cl)cc2)C(=O)NCCN2CCOCC2)cc1	2	-1	-2	0	-4	3	-2.7	0	-6	0
O=C(N/N=C\c1ccc(CNS(=O)(=O)c2ccc(Cl)cc2)o1)C(=O)Nc1ccc(Oc2ccccc2)cc1	7	5	11	10	4	0	-0.8	-2	-3	-4
CCc1n[nH]c(=S)n1/N=C/c1cccc2ccccc12	-7	10	-2	-9	-1	4	-2.3	3	9	1
CCC(C)(c1ccc(C=O)s1)c1ccc(C=O)s1	4	3	-33	1	-1	6	0.2	6	1	-3
CCC12CC3CC(C1)CC(C(=O)NNC(N)=O)(C3)C2	0	0	1	0	0	0	-1.1	2	-3	-1
C=CCn1c(SCC(=O)c2cc(C)n(Cc3cccs3)c2C)nnc1-c1ccncc1	5	-7	3	-3	-2	-2	-2.3	1	1	-2

Reprinted at random: 5 compounds from above, in no set order.
SMILES	TCR CD3 inh	rCAG RNA binder	HTRA1 inhibitor	ABHD4 inh	MBD2 DNA inh	Rev-erbA mod	PG9 binder	LEDGF integ inh	PRMT1 inh	UHRF1 MBD2 ctr
CCC12CC3CC(C1)CC(C(=O)NNC(N)=O)(C3)C2	0	0	1	0	0	0	-1.1	2	-3	-1
CCCc1cc(C(=O)Cc2ccccn2)c(O)cc1O	5	4	-8	-4	-6	3	3.6	2	-4	-4
NC(=O)c1ccc[n+](CC(=O)NCc2ccc(Cl)cc2)c1	-4	-3	-3	1	2	-7	-0.3	4	-2	-4
Cc1ccc(C(=O)N/C(=C\c2ccc(Cl)cc2)C(=O)NCCN2CCOCC2)cc1	2	-1	-2	0	-4	3	-2.7	0	-6	0
CCC1=C(OC(=O)N(CC)CC)N2C(=O)OC(=NCC3CC3)[C@]2(C)[C@H]2C1=CC[C@H]1C(=O)N(CC)C(=O)[C@H]12	5	-6	-6	-2	3	-3	-3.0	0	-2	4

Later entries
SMILES	TCR CD3 inh	rCAG RNA binder	HTRA1 inhibitor	ABHD4 inh	MBD2 DNA inh	Rev-erbA mod	PG9 binder	LEDGF integ inh	PRMT1 inh	UHRF1 MBD2 ctr
O=C1N[C@@H](Cc2ccccc2)C(=O)N1CCN1CCOCC1	4	1	2	-3	2	1	0.7	2	1	2
CC(=O)Nc1ccc(S(=O)(=O)Nc2c(C)n(C)n(-c3ccccc3)c2=O)cc1	1	0	4	11	-4	0	0.1	-1	1	2
CN1C=CC(=C[N+](=O)[O-])N(C)C1=O	4	2	.	-2	-11	1	0.2	6	-3	-3
COc1cc(Cl)ccc1OC1(C)CCN(Cc2ccccc2OC(F)F)C1 (stereo unspecified)	3	-1	.	0	-1	1	2.1	1	-2	3
Clc1ccc(C2=CSC3=Nc4cccc5cccc(c45)N23)cc1	5	13	44*	38*	-12	-12	-6.2	37*	23*	0
Cc1cc(C)c(C#N)c(SCC(=O)C2CC2)n1	6	-2	.	-2	-4	1	-3.1	1	-4	-2
O=C(Oc1ccc(-c2cnc3ccccc3n2)cc1)c1ccc(Cl)c([N+](=O)[O-])c1	-5	2	-1	0	-1	4	-0.7	-6	1	-2
O=C(/C=C/c1ccc([N+](=O)[O-])cc1)Oc1ccc(/C=N/NC(=O)c2ccncc2)cc1	-7	5	-1	-4	-1	-21	2.5	-1	1	-1
CCN1CCN(C(=O)C2CCCN(c3ncnc4c3nc3n4CCCCC3)C2)CC1 (stereo unspecified)	4	-6	-11	-7	-1	0	-0.7	1	-4	0
O=C(CCS(=O)(=O)Cc1ccccc1F)NCc1ccccc1Cl	-1	0	6	-1	2	4	1.0	-2	-2	-2
COc1ccc(-c2ccccc2[C@H]2[C@@H]3C=CC[C@@H](C)[C@@H]3C(=O)N2Cc2ccccc2)cc1	-3	8	-22	0	-3	-4	0.2	-7	4	3
O=C1[C@H]2[C@@H](c3ccc(F)cc3)N3C(=O)N(c4ccccc4)C(=O)[C@@]3(Cc3ccccc3)[C@H]2C(=O)N1C1CCCCC1	-3	7	-20	-5	2	2	-1.5	3	1	5
COc1ccccc1NC(=S)NCCSc1ccc(C)cc1	3	-5	-19	-8	-2	3	-0.6	1	-2	3
Cc1cc2nc(-c3ccc[nH]c3=O)[nH]c2cc1C	1	1	-10	0	-2	-5	3.0	2	-6	-5
Nc1cc(S(=O)(=O)Nc2ccc(Cl)cc2)ccc1N1CCOCC1	4	5	6	0	1	-2	2.6	4	14	1

Sorted by value in MBD2 DNA inh (high to low): 4 of the compounds above.
Structure | MBD2 DNA inh
O=C1[C@H]2[C@@H](c3ccc(F)cc3)N3C(=O)N(c4ccccc4)C(=O)[C@@]3(Cc3ccccc3)[C@H]2C(=O)N1C1CCCCC1 | 2
O=C(/C=C/c1ccc([N+](=O)[O-])cc1)Oc1ccc(/C=N/NC(=O)c2ccncc2)cc1 | -1
COc1ccc(-c2ccccc2[C@H]2[C@@H]3C=CC[C@@H](C)[C@@H]3C(=O)N2Cc2ccccc2)cc1 | -3
CN1C=CC(=C[N+](=O)[O-])N(C)C1=O | -11

(cont.)
SMILES	TCR CD3 inh	rCAG RNA binder	HTRA1 inhibitor	ABHD4 inh	MBD2 DNA inh	Rev-erbA mod	PG9 binder	LEDGF integ inh	PRMT1 inh	UHRF1 MBD2 ctr
O=C(CN1CCN(C(=O)C2CC2)CC1)Nc1cc(C(F)(F)F)cc(C(F)(F)F)c1	0	-1	-3	2	-1	0	-1.6	0	-2	5
CCc1ccccc1NC(=O)N[C@@H](C)C(=O)O	13	1	2	3	-2	-4	-1.4	-1	0	8
CC(/C=N\N1CCN(Cc2ccc(C)cc2)CC1)=C\c1ccccc1	1	2	2	-3	2	2	-5.3	0	-1	-2
CC1CCN(C(=O)c2ccc(N3CCOCC3)c([N+](=O)[O-])c2)CC1	-9	-1	9	2	-3	-4	-0.1	-9	4	-1
CCN(CC)S(=O)(=O)c1ccc(N2CCCC2)c(NC(=O)Cc2cc(OC)c(OC)c(OC)c2)c1	-6	4	3	3	4	-3	-3.6	-3	4	1
CCOc1ccc(C(c2nnnn2C(C)(C)C)N2CCN(C(=O)c3ccco3)CC2)cc1 (stereo unspecified)	-3	-7	3	-2	6	1	0.2	-2	0	1
CC1SCC(=O)N(CC(=O)NCc2ccccc2)C1=O (stereo unspecified)	4	-2	1	2	5	-4	-1.1	-2	-1	2
CN1C(C(=O)NCc2cccc(Br)c2)CC2Cn3c(nc4cc(Cl)c(Cl)cc43)C21 (stereo unspecified)	6	-1	-10	-6	1	4	-2.4	-2	1	2
CCN(C(=O)Cn1c(=O)oc2ccccc21)c1cccc(C(F)(F)F)c1	7	-3	-7	5	-1	-1	-1.7	0	-1	2
CCN(CCO)Cc1cc(=O)oc2cc3c(cc12)CCC3	-1	1	-8	7	1	-3	-0.9	-3	4	3
CCCn1ncc(CN2CCC(CO)(CC3CCCCO3)CC2)c1C (stereo unspecified)	1	-3	-2	4	4	3	-3.3	2	-2	0
Nc1ccccc1C#Cc1ccccc1	-1	6	-6	1	1	-3	-0.1	-1	-1	3
Cc1cc(C)cc(NC(=O)CN2C(=O)NC(Cc3c[nH]c4ccccc34)C2=O)c1 (stereo unspecified)	1	7	-4	-1	2	-4	0.6	-1	2	0
COC(=O)c1ccc(NC(=O)CCS(=O)(=O)c2ccc3c(c2)NC(=O)C(C)S3)cc1 (stereo unspecified)	-4	1	-1	3	-1	0	-0.8	-1	-3	0
COCCNc1nc(-c2cc(F)ccc2C)c2sc(-c3ccccc3)cc2n1	-2	3	.	4	-2	-9	-1.8	-2	-1	-2
CN(C)c1ccc(CN2CCC(C(=O)NC(c3ccc(Cl)cc3)c3cnccn3)CC2)cc1 (stereo unspecified)	0	-1	.	-1	1	5	-2.3	4	-2	1
[O-][n+]1c2c(nn1-c1ccc(Cl)c(Cl)c1)-c1nonc1CC2	5	-3	0	2	-1	0	-0.5	-5	2	0
O=C(Nc1ccc(CN2CCOCC2)cc1)c1ccc(N2CCCC2)c([N+](=O)[O-])c1	4	-2	-3	-2	-2	3	-1.1	2	-4	-3
Cc1ccccc1C(=O)NNC(=O)CSc1nc2ccccc2c(=O)[nH]1	3	2	7	-4	-2	2	-1.0	1	-1	1
CCOC(=O)C1(CCOc2ccccc2)CCN(Cc2ccc(O)c(OCC)c2)CC1	-5	-11	5	-6	4	-3	-0.8	2	1	4

Entries of single compounds, looked up by structure.
O=C(N/N=C\c1ccc(CNS(=O)(=O)c2ccc(Cl)cc2)o1)C(=O)Nc1ccc(Oc2ccccc2)cc1 across the screens: TCR CD3 inh: 7; rCAG RNA binder: 5; HTRA1 inhibitor: 11; ABHD4 inh: 10; MBD2 DNA inh: 4; Rev-erbA mod: 0; PG9 binder: -0.8; LEDGF integ inh: -2; PRMT1 inh: -3; UHRF1 MBD2 ctr: -4
CCC(C)(c1ccc(C=O)s1)c1ccc(C=O)s1 across the screens: TCR CD3 inh: 4; rCAG RNA binder: 3; HTRA1 inhibitor: -33; ABHD4 inh: 1; MBD2 DNA inh: -1; Rev-erbA mod: 6; PG9 binder: 0.2; LEDGF integ inh: 6; PRMT1 inh: 1; UHRF1 MBD2 ctr: -3
